CHOP inh: blocks CHOP induction under ER stress | actives 3.8% (n = 220,000) | AID 2732 | CHO-K1 CHOP-promoter luciferase, tunicamycin-induced, 15-18 h | inhibition, % at 10 µM;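 active means compounds that reduced the stress-induced luciferase reporter signal by more than about 70% of percent inhibition, limit read from the data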;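 further: 0% = tunicamycin plus vehicle and 100% = wells without tunicamycin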
BaF3 tox: reduces parental Ba/F3 cell viability, JAK2V617F counter-screen; inhibition, % at 5.6 µM; actives 1.1% (n = 220,000); CellTiter-Glo ATP luminescence;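 active means inhibition above a per-campaign cutoff, the mean inhibition of all tested compounds plus 3 SD, cut at about 27% in these data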;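 further: 0% = DMSO wells and 100% = JAK Inhibitor I control wells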
zfTRPN1 agonist: activates the zebrafish TRPN1 channel; HEK293 zebrafish TRPN1-YFP, Fluo-8 calcium fluorescence; 100% = response to 87 µM carbachol; actives 0.18% (n = 220,000); activation, % at 3 µM;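 active means activation above its plate's cutoff, the mean activation of test wells on that plate plus 3 SD, cut at about 19% in these data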;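 further: 0% = DMSO alone and 100% = 87 µM carbachol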
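Material – zebrafish TRPN1-YFP in HEK293 cells · Doses – 3 µM single point · Schedule – dye 1 h 37 °C plus 30 min RT · Signal – Fluo-8 calcium fluorescence, excitation 470-495 nm, emission 515-575 nm · Read-out – % activation versus carbachol response · Control set – carbachol high, DMSO low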
Ba/F3 V617F tox: reduce viability of Ba/F3 cells dependent on JAK2V617F; Ba/F3 EpoR-JAK2V617F viability, ATP luminescence; inhibition, % at 5.6 µM; actives 1.1% (n = 220,000);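 active means inhibition above the campaign mean plus 3 SD over all tested compounds, cut at about 24% in these data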;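 further: cytokine-independent growth of Ba/F3 cells driven by EpoR plus mutant JAK2; 0% = DMSO-treated cells and 100% = JAK inhibitor I control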
TNF necrop inh: inhibitors of TNF-alpha induced necroptosis in Jurkat FADD-/- cells; actives 0.068% (n = 220,000); AID 463075; Jurkat FADD-/- TNF necroptosis rescue, ATP luminescence, 24 h; 0 = TNF only, 100 = no-TNF cells; activation (protection from cell death), % at 10 µM;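 active means activation, meaning protection from cell death, of at least 50% relative to plate controls; inactive means activation below 50%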;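 further: necroptosis triggered by 40 ng/mL TNF-alpha added together with compound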
Wee1 stabilizer: blocks degradation of human Wee1 kinase; reporter increase, % at 5 µM; AID 1321; actives 1.2% (n = 220,000); HeLa Luc-Wee1K328M stability, luciferase luminescence; 100% = proteasome inhibitor MG132 effect;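 active means activation above the mean of all tested compounds plus 3 SD, set per screening run, cut at about 8.8% in these data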;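 further: cells exposed to compound for 20 h before luminescence read; 0% = DMSO alone and 100% = MG132 at 30 µM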
PPC-1+TRAIL kill: compounds killing PPC-1 cancer cells with TRAIL present (potentiator screen, no TRAIL-free arm); PPC-1 cells + TRAIL, ATPLite viability luminescence; cell killing (% activity), % at 4 µM; actives 0.41% (n = 220,000);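 active means cell killing above 50% in the first pass at 4 µM, then a duplicate retest at 5 µM averaging 50% or more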;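 further: plate controls were cells with TRAIL plus DMSO for no effect and medium-only wells lacking cells for full effect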
RBBP9 inh: blocks human serine hydrolase RBBP9. recombinant RBBP9, FP-Rh probe fluorescence polarization. inhibition, % at 7.94 µM. actives 0.2% (n = 220,000). AID 1515;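 active means inhibition above the campaign mean of all tested compounds plus 3 SD, cut at about 14% in these data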;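 further: plate controls were DMSO wells with RBBP9 for no effect and wells lacking RBBP9 protein for full effect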
Target sequence (O75884 whole entry, looked up): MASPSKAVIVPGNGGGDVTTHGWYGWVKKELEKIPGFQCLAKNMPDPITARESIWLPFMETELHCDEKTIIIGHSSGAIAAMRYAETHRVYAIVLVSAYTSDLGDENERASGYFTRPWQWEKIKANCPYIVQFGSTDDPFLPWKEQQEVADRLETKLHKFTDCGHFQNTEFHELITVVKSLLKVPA
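Measured by: FP readout at 525/598 nm; material: recombinant human RBBP9; also added: Serine-hydrolase probe FP-Rh, 375 nM pre-mixing; medium: Tris buffer pH 8.0, NaCl, Pluronic; replication: one well per compound; doses: one concentration, 7.94 µM nominal, 0.794% DMSO; timing: preincubation 30 min plus labeling 45 min at 25 °C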
TRPML3 agonist: human mucolipin-3 channel agonism. actives 0.29% (n = 220,000). Q8TDD5. HEK293 TRPML3-YFP, Fluo-8 calcium fluorescence; 100% = the carbachol control signal. activation, % at 3 µM;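 active means activation above its plate's cutoff, the mean activation of the plate's test wells plus 3 SD, cut at about 12% in these data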;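 further: 0% = DMSO only wells and 100% = carbachol wells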
Target sequence (Q8TDD5 whole entry, looked up): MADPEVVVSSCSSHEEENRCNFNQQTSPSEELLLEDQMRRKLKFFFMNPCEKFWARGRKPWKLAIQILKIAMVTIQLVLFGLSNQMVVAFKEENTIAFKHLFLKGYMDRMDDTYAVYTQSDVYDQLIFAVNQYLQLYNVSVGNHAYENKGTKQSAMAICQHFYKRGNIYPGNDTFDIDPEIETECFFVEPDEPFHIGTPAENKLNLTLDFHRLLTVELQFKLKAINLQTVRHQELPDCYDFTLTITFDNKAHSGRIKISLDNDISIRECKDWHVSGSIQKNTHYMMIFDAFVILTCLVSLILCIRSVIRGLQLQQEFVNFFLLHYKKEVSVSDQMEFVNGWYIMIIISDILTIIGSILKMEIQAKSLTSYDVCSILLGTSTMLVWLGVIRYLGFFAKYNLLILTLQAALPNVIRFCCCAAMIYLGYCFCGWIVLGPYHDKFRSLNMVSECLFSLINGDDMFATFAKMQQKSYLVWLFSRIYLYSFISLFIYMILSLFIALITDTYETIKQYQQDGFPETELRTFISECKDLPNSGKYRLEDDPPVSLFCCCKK
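Material: TRPML3-YFP stable HEK293 cells | Dosing: One concentration, 3 µM nominal, 0.3% DMSO | Timing: 125 s total fluorescence read per well | Technique: Fluo-8 calcium dye fluorescence, ex 470-495, em 515-575 nm | Measure: Percent activation from peak-to-basal fluorescence ratio, scaled between DMSO and carbachol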
* hit, by the source's call; & = joins results of further samples.

What do the screens show for `CC(Oc1ccccc1)C(=O)Nc1ccc(S(=O)(=O)N2CCOCC2)cc1` (configuration not stated)?
CHOP inh: -22.3; BaF3 tox: 1.1; zfTRPN1 agonist: 3.0; Ba/F3 V617F tox: -1.6; TNF necrop inh: 2.1; Wee1 stabilizer: -0.7; PPC-1+TRAIL kill: -11.7; RBBP9 inh: 0.3; TRPML3 agonist: 1.4

Results for CCOc1ccc(Nc2nc(Nc3ccc(O)cc3)nc(C)c2[N+](=O)[O-])cc1 ?
CHOP inh: 79.5*; BaF3 tox: 0.9; zfTRPN1 agonist: -2.0; Ba/F3 V617F tox: -1.4; TNF necrop inh: 2.7; Wee1 stabilizer: 5.0; PPC-1+TRAIL kill: -1.7; RBBP9 inh: -1.5; TRPML3 agonist: -0.4

How did CCOc1cccc(=O)c2c(C)n(-c3ccc(C(=O)O)cc3)c(C)c12 do in these assays?
CHOP inh: 32.8; BaF3 tox: 6.2; zfTRPN1 agonist: 1.9; Ba/F3 V617F tox: -1.9; TNF necrop inh: 0.1; Wee1 stabilizer: 3.5; PPC-1+TRAIL kill: 21.7; RBBP9 inh: -3.9; TRPML3 agonist: 1.0

Results for CC1=NN(c2ccccc2)C(=O)/C1=C/c1cc(C)n(C2CC2)c1C ?
CHOP inh: 10.8; BaF3 tox: 1.2; zfTRPN1 agonist: 0.7; Ba/F3 V617F tox: 4.2; TNF necrop inh: 0.2; Wee1 stabilizer: 7.4; PPC-1+TRAIL kill: 6.6; RBBP9 inh: -7.7; TRPML3 agonist: 1.1

How did CCOc1cc(C(=O)NCc2ccc(-c3nc4ccccc4o3)cc2)cc(OCC)c1OCC do in these assays?
CHOP inh: 44.0; BaF3 tox: 7.1; zfTRPN1 agonist: 1.4; Ba/F3 V617F tox: 5.7; TNF necrop inh: -3.2; Wee1 stabilizer: -2.1; PPC-1+TRAIL kill: 3.5; RBBP9 inh: 0.4; TRPML3 agonist: 0.5

How did CCn1cc(C(=O)O)c(=O)c2cnc(N3CCN(C(=S)NC(=O)c4ccc(Cl)cc4)CC3)nc21 do in these assays?
CHOP inh: 0.6; BaF3 tox: -2.6; zfTRPN1 agonist: 0.9; Ba/F3 V617F tox: -0.1; TNF necrop inh: 4.2; Wee1 stabilizer: 2.6; PPC-1+TRAIL kill: 4.7; RBBP9 inh: 1.0; TRPML3 agonist: 1.2

Results for Cc1ccccc1OCc1n(CC(=O)OC2CC(C)CCC2C(C)C)c2ccccc2[n+]1C (configuration not stated) ?
CHOP inh: 107.6*; BaF3 tox: 79.8*; zfTRPN1 agonist: -3.0&-2.4; Ba/F3 V617F tox: 100.7*; TNF necrop inh: -11.0&-13.2; Wee1 stabilizer: -1.2&-0.1; PPC-1+TRAIL kill: 25.8&47.4; RBBP9 inh: -7.3&-1.6; TRPML3 agonist: -0.7&-0.1

What do the screens show for `CCC(O)(CCN1CCCCC1)c1ccccc1` (configuration not stated)?
CHOP inh: 14.3; BaF3 tox: 6.1; zfTRPN1 agonist: 1.2; Ba/F3 V617F tox: -0.1; TNF necrop inh: 1.4; Wee1 stabilizer: -2.0; PPC-1+TRAIL kill: -6.9; RBBP9 inh: 2.0; TRPML3 agonist: 0.6

Results for Cc1cc(C)nc(N2CCCC(C(=O)NCCc3ccc(F)cc3)C2)n1 (configuration not stated) ?
CHOP inh: 5.6; BaF3 tox: -2.9; zfTRPN1 agonist: 0.8; Ba/F3 V617F tox: 0.6; TNF necrop inh: 0.3; Wee1 stabilizer: 1.1; PPC-1+TRAIL kill: 2.8; RBBP9 inh: -2.7; TRPML3 agonist: -0.6

Results for CCCCc1ccc(NS(=O)(=O)c2cccs2)cc1 ?
CHOP inh: -6.9; BaF3 tox: 9.9; zfTRPN1 agonist: -0.8; Ba/F3 V617F tox: 0.7; TNF necrop inh: 8.3; Wee1 stabilizer: 6.5; PPC-1+TRAIL kill: 3.9; RBBP9 inh: -0.8; TRPML3 agonist: -1.5

Results for CC(C)(C)c1cc(N/C=C\c2nnnn2-c2ccc(Br)cc2)no1 ?
CHOP inh: 26.7; BaF3 tox: 5.3; zfTRPN1 agonist: 0.6; Ba/F3 V617F tox: -2.5; TNF necrop inh: -0.5; Wee1 stabilizer: -3.4; PPC-1+TRAIL kill: 31.2; RBBP9 inh: 5.9; TRPML3 agonist: 0.8

How did O=C(Nc1ccc(Cl)cc1)Nc1cnccn1 do in these assays?
CHOP inh: 11.3; BaF3 tox: 5.1; zfTRPN1 agonist: 1.8; Ba/F3 V617F tox: -1.0; TNF necrop inh: 0.1; Wee1 stabilizer: -0.2; PPC-1+TRAIL kill: 0.4; RBBP9 inh: -11.0; TRPML3 agonist: 0.0

Results for Cc1ccc(/C=C/C(=O)c2ccc(O)cc2)cc1 ?
CHOP inh: -40.3; BaF3 tox: -3.2; zfTRPN1 agonist: -2.3; Ba/F3 V617F tox: -3.0; TNF necrop inh: -3.5; Wee1 stabilizer: 16.7*; PPC-1+TRAIL kill: 40.6; RBBP9 inh: -5.5; TRPML3 agonist: 0.3

Results for O=C(CSc1nc2ccccc2c(=O)n1-c1ccc(Cl)cc1)c1ccco1 ?
CHOP inh: 74.0*; BaF3 tox: 1.7; zfTRPN1 agonist: 0.2; Ba/F3 V617F tox: 2.1; TNF necrop inh: 0.2; Wee1 stabilizer: 0.8; PPC-1+TRAIL kill: 6.1; RBBP9 inh: 9.7; TRPML3 agonist: -0.9

How did COc1ccc(OC)c(C2CC(=O)N3CN(c4cccc(Cl)c4)CSC3=C2C#N)c1 (configuration not stated) do in these assays?
CHOP inh: 31.9; BaF3 tox: -0.8; zfTRPN1 agonist: -0.3; Ba/F3 V617F tox: -0.7; TNF necrop inh: -0.8; Wee1 stabilizer: 7.7; PPC-1+TRAIL kill: 6.3; RBBP9 inh: 3.5; TRPML3 agonist: 0.9

What do the screens show for `COc1cccc(CC(C(=O)Nc2cc(C)ccc2C)c2nn[nH]n2)c1OC` (configuration not stated)?
CHOP inh: 8.3; BaF3 tox: 1.2; zfTRPN1 agonist: -0.2; Ba/F3 V617F tox: -2.6; TNF necrop inh: -2.8; Wee1 stabilizer: -1.5; PPC-1+TRAIL kill: 12.7; RBBP9 inh: -0.6; TRPML3 agonist: 0.0

Results for Cc1cc(C)n(C(=O)Cn2nc([N+](=O)[O-])cc2C)n1 ?
CHOP inh: -29.6; BaF3 tox: 2.5; zfTRPN1 agonist: 1.1; Ba/F3 V617F tox: -1.1; TNF necrop inh: 0.6; Wee1 stabilizer: -0.9; PPC-1+TRAIL kill: 8.1; RBBP9 inh: 1.7; TRPML3 agonist: 1.4

Results for CCc1cc(-c2onc(C)c2-c2cscn2)c(O)cc1OC ?
CHOP inh: 32.3; BaF3 tox: 2.3; zfTRPN1 agonist: -1.3; Ba/F3 V617F tox: 1.2; TNF necrop inh: -1.8; Wee1 stabilizer: 1.7; PPC-1+TRAIL kill: -23.7; RBBP9 inh: 0.7; TRPML3 agonist: -1.4

What do the screens show for `CC(C)OC(=O)C(C(=O)C(F)(F)F)c1cc(NS(=O)(=O)c2ccc3ccccc3c2)c2ccccc2c1O` (configuration not stated)?
CHOP inh: 92.0*; BaF3 tox: 4.9; zfTRPN1 agonist: -0.1; Ba/F3 V617F tox: -2.6; TNF necrop inh: -5.8; Wee1 stabilizer: 2.2; PPC-1+TRAIL kill: 12.1; RBBP9 inh: 6.4; TRPML3 agonist: -0.1

Results for N#Cc1nc(Cc2cccc3ccccc23)oc1NCc1ccc(F)cc1 ?
CHOP inh: 71.2*; BaF3 tox: 7.5; zfTRPN1 agonist: -0.5; Ba/F3 V617F tox: 4.2; TNF necrop inh: -0.8; Wee1 stabilizer: 0.2; PPC-1+TRAIL kill: 8.5; RBBP9 inh: -12.4; TRPML3 agonist: -1.0

What do the screens show for `O=C(CN1C(=O)C(=O)c2ccccc21)OCN1C(=O)c2ccccc2C1=O`?
CHOP inh: -1.6; BaF3 tox: 8.7; zfTRPN1 agonist: 0.4; Ba/F3 V617F tox: 2.8; TNF necrop inh: -0.3; Wee1 stabilizer: -3.5; PPC-1+TRAIL kill: 15.9; RBBP9 inh: -6.8; TRPML3 agonist: 0.2

What do the screens show for `O=C(CC1C(=O)NCCN1CC1CCCCC1)NCc1cc(F)ccc1F` (configuration not stated)?
CHOP inh: -11.1; BaF3 tox: 6.6; zfTRPN1 agonist: -1.1; Ba/F3 V617F tox: 6.0; TNF necrop inh: -0.6; Wee1 stabilizer: 1.5; PPC-1+TRAIL kill: -5.0; RBBP9 inh: -12.8; TRPML3 agonist: -0.4

What do the screens show for `CN1CCN(C(=O)C2(NC(=O)NCc3ccccc3)CCCCC2)CC1`?
CHOP inh: 6.2; BaF3 tox: 1.9; zfTRPN1 agonist: 0.7; Ba/F3 V617F tox: 2.4; TNF necrop inh: 4.3; Wee1 stabilizer: 0.4; PPC-1+TRAIL kill: 0.9; RBBP9 inh: -10.4; TRPML3 agonist: -0.3

What do the screens show for `CC1CC(=O)Nc2ccccc2N1C(=O)CN1CCN(C=O)CC1` (configuration not stated)?
CHOP inh: -4.3; BaF3 tox: 5.7; zfTRPN1 agonist: 0.2; Ba/F3 V617F tox: -0.3; TNF necrop inh: 0.4; Wee1 stabilizer: -1.0; PPC-1+TRAIL kill: 2.6; RBBP9 inh: -5.7; TRPML3 agonist: 1.3

What do the screens show for `COCCn1nnnc1CN(CCc1ccccc1)Cc1cc2cc(OC)ccc2[nH]c1=O`?
BaF3 tox: 5.0; zfTRPN1 agonist: -0.2; Ba/F3 V617F tox: 5.7; TNF necrop inh: 1.9; Wee1 stabilizer: -1.2; RBBP9 inh: -9.1; TRPML3 agonist: -0.2

What do the screens show for `COCCNC(=O)C(C)OC(=O)C1=Cc2ccccc2OC1` (configuration not stated)?
CHOP inh: 0.0; BaF3 tox: 3.5; zfTRPN1 agonist: -0.7; Ba/F3 V617F tox: 1.2; TNF necrop inh: -0.1; Wee1 stabilizer: 3.4; PPC-1+TRAIL kill: 22.5; RBBP9 inh: -7.7; TRPML3 agonist: 0.8

How did O=C(Nc1ccc(OCc2ccccc2)cc1)c1cccnc1 do in these assays?
CHOP inh: 7.4; BaF3 tox: 5.7; zfTRPN1 agonist: 1.7; Ba/F3 V617F tox: -1.6; TNF necrop inh: -0.6; Wee1 stabilizer: 0.2; PPC-1+TRAIL kill: 17.9; RBBP9 inh: 7.6; TRPML3 agonist: 0.7

How did Oc1ccc2ccccc2c1CN1CCN(c2ccccc2)CC1 do in these assays?
CHOP inh: 53.4; BaF3 tox: 3.4; zfTRPN1 agonist: -0.5; Ba/F3 V617F tox: 0.4; TNF necrop inh: -2.7; Wee1 stabilizer: -3.0; PPC-1+TRAIL kill: 21.7; RBBP9 inh: -6.1; TRPML3 agonist: 0.4

Rows are unselected; overall some 6.8% were active at least once.
